dFosB act = activators of delta FosB homodimer, primary screen, biochemical, fluorescence polarization, TAMRA-CDK5 oligo, single point; Protein FosB (Mus musculus), P13346; AID 493131, 2011; hit rate 0.99% among 340,000; purified delta FosB; percent of positive-control signal above neutral wells; activation, % at 25 µM;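 active = mean activation above about 17%, with every replicate also reaching it, limit read from the data, passing the limit was not always enough; inconclusive = only one of the two conditions met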;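 also: fluorescence polarization rise as delta FosB binds a TAMRA Cdk5 AP-1 oligo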
Target sequence (P13346 whole entry, looked up): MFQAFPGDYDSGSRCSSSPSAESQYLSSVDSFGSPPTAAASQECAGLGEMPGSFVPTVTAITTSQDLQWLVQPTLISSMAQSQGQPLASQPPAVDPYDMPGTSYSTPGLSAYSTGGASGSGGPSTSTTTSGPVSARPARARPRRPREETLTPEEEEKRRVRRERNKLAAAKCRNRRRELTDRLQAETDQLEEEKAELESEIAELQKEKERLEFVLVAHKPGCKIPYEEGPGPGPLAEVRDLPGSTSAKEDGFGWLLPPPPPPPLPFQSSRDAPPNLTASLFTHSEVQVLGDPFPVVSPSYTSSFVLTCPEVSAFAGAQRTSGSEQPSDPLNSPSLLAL
PvdQ inh = P. aeruginosa PvdQ acylase inhibitors, primary screen, biochemical, fluorescence, plate reader and imaging, single point; PvdQ acylase [Pseudomonas aeruginosa LESB58]; purified PvdQ acylase; hit rate 0.063% among 340,000; inhibition, % at 10 µM; in the data active = inhibition above about 30%, passing the limit was not always enough; inconclusive = no clear call, values can overlap the other calls;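 also: 0% = vehicle neutral wells and 100% = reference inhibitor wells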
SR-BI HDL uptake = inhibitors of SR-BI mediated HDL lipid uptake, primary screen, ldlA[mSR-BI] cells, fluorescence, single point; Scavenger receptor class B member 1 (Mus musculus), Q61009; ldlA[mSR-BI] CHO cells, DiI-HDL uptake fluorescence, 3 h; inhibition, % at 12.5 µM; hit rate 0.96% among 320,000; AID 488896, 2010;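 active = mean replicate inhibition of at least 70% and a set share of replicates each scoring 70 or more; inconclusive = meets just one of the two criteria; inactive = fails both criteria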;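 also: 0% = median of neutral control wells and 100% = median of positive control wells; values of inactives mirror those of a sister screen read the other way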
Wnt bcat act = Wnt/beta-catenin pathway activators, primary screen, cell-based, plate reader, single point; Wnt/beta-catenin reporter cell assay, activator; activation, % at 9.35 µM; hit rate 1.2% among 300,000; in the data active = activation above about 30%, passing the limit was not always enough; inconclusive = no clear call, values can overlap the other calls;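 also: 0% = neutral control wells and 100% = positive control wells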
V-ATPase pHluor = regulators of yeast V-ATPase proton pumping, primary screen, pHLuorin cytosolic pH fluorescence. AID 504577, 2011. S. cerevisiae. response, % at 10 µM. hit rate 0.37% among 350,000; in the data active = response mostly above about 7.3%, no sharp cut-off; inactive = mostly below about 5.4%; also: actives read high; inactives centre near 0; some compounds called inactive have numbers as strong as hits; reference of the scale not given here
MITF act = activators of MITF-driven TRPM1 promoter reporter, primary screen, cell-based, SK-MEL-5, luciferase, single point; activation, % at 12.5 µM; SK-MEL-5 TRPM1-promoter luciferase, 24 h; % of positive control, neutral wells = 0; AID 588334, 2011; hit rate 0.75% among 300,000;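 active = mean activation of at least 80% with every replicate also reaching 80%; inconclusive = mean reaches 80% but some replicate falls short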;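 also: 0% = neutral control wells and 100% = parthenolide positive control wells; values of inactives mirror those of a sister screen read the other way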
HTR5A inv ctr = HTR5A inverse agonists in luminescence cell assay, primary screen, counter-screen for OPRM1-OPRD1 heterodimer inverse agonist project, full-deck HTS | HTR5A cell line, inverse agonism | 5-hydroxytryptamine receptor 5A (Homo sapiens), P47898 | inhibition, % at 9.3 µM | hit rate 0.083% among 340,000 | AID 504634, 2011; in the data active = inhibition mostly above about 23%, no sharp cut-off; inactive = mostly below about 18%;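 also: 0% = cells with DMSO and 100% = no-cell wells with DMSO; some compounds called inactive have numbers as strong as hits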
Target sequence (P47898 whole entry, looked up): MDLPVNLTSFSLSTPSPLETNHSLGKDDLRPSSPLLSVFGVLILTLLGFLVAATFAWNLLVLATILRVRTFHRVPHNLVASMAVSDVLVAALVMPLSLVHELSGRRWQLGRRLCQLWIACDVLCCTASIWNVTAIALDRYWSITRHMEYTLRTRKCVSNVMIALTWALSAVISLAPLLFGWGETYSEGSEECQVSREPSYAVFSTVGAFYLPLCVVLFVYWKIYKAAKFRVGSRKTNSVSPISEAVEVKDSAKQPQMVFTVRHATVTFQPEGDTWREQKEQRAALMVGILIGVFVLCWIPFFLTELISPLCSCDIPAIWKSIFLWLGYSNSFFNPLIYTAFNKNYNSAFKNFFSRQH
HTR5A ag ctr = HTR5A agonists in luminescence cell assay, primary screen, counter-screen for OPRM1-OPRD1 heterodimer agonist project, full-deck HTS; 5-hydroxytryptamine receptor 5A (Homo sapiens), P47898; cell-based; activation, % at 9.3 µM; hit rate 0.61% among 340,000; AID 504692, 2011; in the data active = activation mostly above about 9.5%, no sharp cut-off; inactive = mostly below about 7.6%;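 also: 0% = cells with vehicle only and 100% = reference agonist; strong numbers were not always called active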
NSD2 HMT inh = NSD2 histone methyltransferase inhibitors, primary screen, biochemical, AlphaScreen, single concentration, set 2; Histone-lysine N-methyltransferase NSD2 (Homo sapiens), O96028; NSD2 peptide methylation, 120 min; inhibition, % at 12.5 µM; hit rate 0.54% among 310,000; AID 743445, 2014; in the data active = inhibition above about 50%
CDK5 p35 inh = inhibitors of human CDK5/p35 kinase, primary screen, biochemical, single concentration. Cyclin-dependent kinase 5 (Homo sapiens) + Cyclin-dependent kinase 5 activator 1 (Homo …. Recombinant CDK5/p35, ADP-Glo luminescence, 60 min. inhibition, % at 10 µM. hit rate 0.01% among 330,000. AID 488839, 2010;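 active = highest replicate inhibition of at least 50% and at least 75% of replicates reaching 50%; inconclusive = only one of the two criteria met; inactive = both criteria failed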;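 also: plate controls were DMSO neutral control for no effect and GW8510 at 10 µM for full effect; many of its hits are not listed in these tables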
* = called active by the depositor; ? = inconclusive; nt = no result given. This is a random part of the collection. Share with any hit: about 5%.

SMILES	dFosB act	PvdQ inh	SR-BI HDL uptake	Wnt bcat act	V-ATPase pHluor	MITF act	HTR5A inv ctr	HTR5A ag ctr	NSD2 HMT inh	CDK5 p35 inh
COc1cc(C=C(c2nc3ccccc3s2)c2nc3ccccc3s2)cc(OC)c1O	-9.2	-3.3	48.8	1.2	4.0	-8.5	15.4	-6.6	4.7	-4.2
CC(NCC(O)COC1CCC(C(C)(C)C)CC1)c1ccccc1 (centres undefined)	5.9	-19.6	17.3	-4.0	0.7	13.1	-18.9	3.6	2.8	-1.2
O=C(CSCC(=O)Nc1cccc2ccccc12)Nc1cccc2ccccc12	49.3*	-3.9	nt	-0.4	0.9	-14.1	7.2	-1.2	-6.4	0.5
Cc1ccc(S(=O)(=O)N2CCC3CC2c2cc(Cl)ccc23)cc1 (centres undefined)	-2.7	-16.1	2.4	6.0	-1.9	13.5	-11.6	3.4	nt	0.3
CC(=O)O/C(=C\c1cn(C(C)=O)c2ccccc12)C(=O)O	6.0	-3.5	0.7	-1.3	0.0	1.3	15.9	-5.8	-1.3	0.8
Cc1ccc(NC(=O)Cn2nc(-c3ccccc3)nc2-c2ccccc2)c(C)c1	13.1	-6.9	12.9	nt	-3.5	0.7	17.6	2.4	-2.7	-1.5
CC(C)C(NC(=O)c1ccco1)C(=O)NC1CCCCCC1 (centres undefined)	0.2	-8.5	-3.7	0.6	4.1	7.1	-26.7	5.5	1.0	-2.2
Cc1ccc(S(=O)(=O)N2CCOCC2)cc1C(=O)OCC(=O)NCc1ccccc1	-0.7	3.1	-3.3	-6.8	-0.9	5.5	-6.5	2.5	-1.3	0.8
CCN1C(=O)/C(=C2/C(=O)N3c4c(cc(OC(C)=O)cc42)C(C)=CC3(C)C)SC1=S	6.0	15.6	86.0*	-2.5	-4.2	0.0	-5.2	1.9	2.9	0.6
COc1ccccc1C(=O)NCc1nnc(SCC(=O)Nc2nccs2)n1C	-1.4	-5.7	nt	-4.2	-1.6	-15.2	-18.6	6.2	-1.1	0.0
CC(C)CC(=O)c1c[nH]c(C(=O)NCC2CCCO2)c1 (centres undefined)	0.0	-11.3	5.0	-1.2	-0.4	0.9	-2.7	1.4	-0.9	-0.5
O=C(c1ccc(Cl)cc1)N(Cc1ccco1)C1CCS(=O)(=O)C1 (centres undefined)	0.5	-4.4	-55.2	-4.7	0.0	6.8	-10.8	-3.0	nt	0.0
CCOC(=O)Nc1sc(C(=O)N(CC)CC)c(C)c1C(=O)OCC	-7.6	-0.6	7.6	-0.2	3.0	nt	14.1	-5.4	3.6	-1.5
CCc1ccccc1N1CC23C=CC(O2)C(C(=O)OC)C3C1=O (centres undefined)	-1.4	-17.8	-13.7	-1.3	-1.5	8.4	4.3	-1.6	nt	0.9
Cc1ccc(CNC(=O)c2ccc(NS(=O)(=O)c3cccs3)cc2)cc1	-9.2	-5.8	10.5	1.3	nt	1.7	18.3	0.6	-2.0	1.5
CC(C)=CC(=O)OCC(=O)Nc1cc(C)cc(C)c1	-5.5	-13.7	16.0	-0.4	-1.0	0.5	9.6	-2.1	-2.8	-0.9
CC(C)(C)OC(=O)C[C@@H]1C/C=C\C[C@@H](CC(=O)NCCO)C(=O)N2CCC[C@H]2COC1=O	-6.9	-8.1	-28.0	1.1	0.8	10.3	-38.9	0.2	nt	0.7
O=C(Nc1cccc(Cl)c1)C1CCCN(C2=NS(=O)(=O)c3ccccc32)C1 (centres undefined)	-11.4	-1.5	22.3	-1.4	2.7	5.2	-7.5	3.0	-1.1	-2.0
CCOC(=O)C1=CN(Cc2cccc(F)c2)S(=O)(=O)N(C)C1c1ccc(F)c(Cl)c1 (centres undefined)	1.9	-1.6	6.7	-0.9	-2.2	1.9	1.1	-0.4	nt	-1.1
CCCN(CC(=O)Nc1ccccc1C)C(=O)COC(=O)c1cnc(C)cn1	-3.3	-12.7	-24.8	1.0	-1.7	3.9	-27.9	10.3*	-2.5	-1.2
CC(C)c1nnc(NC(=O)CCC(=O)N2CCN(c3ccc(F)cc3)CC2)s1	-1.6	-2.7	-2.4	-0.7	2.1	-1.0	13.0	-3.9	-8.4	0.3
c1nnc(NC2=NCCC2)s1	-0.1	-0.3	-12.1	nt	nt	3.3	12.7	0.0	28.4	-0.6
CCn1c(CNS(=O)(=O)c2ccc(Br)cc2)n[nH]c1=S	-7.3	-11.7	2.9	-0.3	1.4	-2.2	-10.0	3.1	0.7	2.0
COc1ccc(CN(C)Cc2cc(=O)n3ccsc3n2)c(OC)c1OC	-0.8	1.6	-14.3	2.2	-2.5	-19.0	-2.9	1.0	1.7	0.4
COc1ccc(/C=N/NC(=O)c2ccc(N(C)S(=O)(=O)c3ccccc3)cc2)cc1OC	0.4	-3.4	68.3	1.6	-1.6	9.2	-8.9	2.4	0.3	0.9
COC(=O)C1=C(C)N(C)C(C)=C(C(=O)OC)C1c1ccsc1	7.3	-7.3	-11.2	-2.7	2.9	nt	-1.6	0.6	0.4	-0.2
CCOc1ccc(/C=C/C(=O)Nc2cccc(C(C)=O)c2)cc1	-3.1	-3.3	58.6	nt	-3.7	30.8	26.7	4.9	-0.9	0.7
O=C(CCC(=O)N1CCN(c2ccc(C(F)(F)F)cn2)CC1)c1cccs1	4.6	4.2	7.9	8.7	2.9	7.0	-19.2	7.9	24.8	1.1
Cc1cc2oc(=O)cc(Cn3ncc(Cl)c(Cl)c3=O)c2cc1Cl	-7.4	6.3	35.6	nt	1.2	-82.1	0.3	4.7	nt	1.1
Cc1c(C(=O)NCc2ccoc2)oc2ccc3c(c12)C(=O)CC(C)(C)O3	-13.7	-6.0	51.9	nt	-1.4	51.7	0.6	-0.2	1.6	-2.2
O=C(c1cc(Cl)ccc1OCc1ccccc1)N1CCOCC1	-5.8	-17.2	-11.8	2.9	-2.2	3.0	-7.0	0.2	-2.9	-1.0
CCN(CC(=O)NCc1ccc(Cl)cc1)C(=O)C(C)Sc1ccccc1 (centres undefined)	-8.3	-11.6	23.0	-0.1	-0.4	-15.1	8.8	3.1	-0.9	-0.1
COc1ccc(CNC(=O)CN(C(=O)c2snc(C(N)=O)c2N)c2ccc(OC)c(OC)c2)cc1	-2.2	-21.9	nt	-3.0	4.0	-8.1	-25.3	8.5	1.1	-6.4
CNC(=O)COC(=O)c1cc(-c2ccccc2)nn1-c1ccccc1	-4.4	-3.6	3.4	-1.4	-2.5	4.3	-7.1	2.6	1.3	-0.5
CN(C)c1ccc(/C=[N+](\[O-])C2N(c3ccccc3)C(=S)SC2(C)C)cc1 (centres undefined)	-9.1	-22.0	-21.0	-3.4	-6.0	-0.7	-0.2	0.1	-1.6	-6.9
C[C@@]12CCC3[C@@](CC[C@@H]4[C@](C)(C(=O)O)CCC[C@@]34C)(C[C@H]1O)C2 (some centres undefined)	1.2	-2.9	-7.7	0.4	-1.0	3.2	7.3	-2.1	-3.0	-1.5
CSc1nc(C)c2c(n1)N(c1ccc(C(F)(F)F)cc1)CC2	-3.5	-2.9	-11.9	-0.7	-0.3	4.2	-9.3	3.6	5.9	1.0
C[C@]12c3[nH]c4ccccc4c3CCN1C(=O)C(CC(=O)NCCc1ccccn1)C[C@@H]2C(=O)N1CCCCC1 (some centres undefined)	-5.0	-20.9	5.0	-3.3	-1.2	8.1	-2.8	0.8	nt	-5.3
CS(=O)(=O)Nc1ccc(C(=O)Nc2ccc3c(c2)OCO3)cc1	-0.6	13.0	2.1	5.2	0.7	0.5	-9.8	3.5	-0.1	-2.0
CCC(C)NC(=O)CSc1nnc(-c2ccncc2)n1-c1ccc(OC)cc1 (centres undefined)	-18.3	-9.6	-6.3	nt	1.0	3.9	2.4	1.6	-0.5	-1.1
COc1ccc(-c2nn(CCC(=O)O)cc2/C=N/NC(N)=S)cc1	-3.3	-20.6	-4.7	16.9	-1.6	-5.2	-7.9	1.6	-17.6	-2.6
COCCCNC(=O)CN(c1cc(Cl)ccc1OC)S(=O)(=O)c1ccc(C)c([N+](=O)[O-])c1	-5.2	-2.7	3.5	-0.5	0.6	12.2	-0.8	0.3	-2.4	0.5
O=C(COc1ccccc1-c1ccccc1)NCc1cccc(Cl)c1	-12.3	-6.8	-8.5	-3.4	0.6	-0.8	-0.5	6.5	0.3	-0.2
CC(=O)n1nc(-c2ccco2)nc1SCc1ccccc1	7.8	-7.4	-11.9	nt	3.6	63.6	4.2	-1.6	nt	-2.5
CCN(CC)S(=O)(=O)c1ccc(Cl)c(C(=O)N2CCc3ccccc32)c1	-6.5	8.4	nt	nt	6.1	-31.2	-1.2	8.3	-0.2	-0.3
COc1cc(CCC(=O)OCC(=O)Nc2cccc(S(N)(=O)=O)c2)cc(OC)c1OC	5.9	-16.4	14.1	1.0	-5.5	-10.6	34.7	1.1	-2.1	-1.7
CCOc1cc(/C=N\Nc2ncc(F)c(N3CCOCC3)n2)ccc1Oc1nc(Cl)ncc1F	5.7	2.6	63.5	6.2	5.2	nt	-4.3	-3.7	-0.1	0.8
Cn1cc(C(=O)C(=O)NC2CC2)c2ccccc21	-14.5	-1.0	-34.0	7.7	-4.7	-6.7	-4.6	1.3	0.5	0.3
CC(=O)OCC1OC(Nc2cccc(C)c2)C(OC(C)=O)C(OC(C)=O)C1OC(C)=O (centres undefined)	-3.5	-8.4	1.6	-4.5	0.9	-10.1	0.1	3.8	24.4	nt
COc1cc2ccccc2cc1C(=O)Nc1ccncc1	-36.9	-2.8	40.0	11.7	4.9	36.3	17.2	1.4	10.0	-1.3
CCc1ccccc1NC(=O)CCS(=O)(=O)c1ccc2c(c1)CCCN2C(C)=O	-0.8	-12.6	-1.6	-1.8	6.3	2.4	16.3	0.1	2.5	-1.0
CCOC(=O)/C=C/C(=O)Nc1ccc(S(=O)(=O)Nc2cc(C)on2)cc1	-0.5	-0.3	nt	0.3	0.1	-2.7	-11.6	4.1	-0.2	-0.3
COC(=O)Nc1ccc(S(=O)(=O)N2CCCCC2)cc1	-1.9	-6.3	6.3	nt	-2.7	nt	6.0	1.9	0.6	-0.2
c1ccn2cc(-c3ccc4c(c3)OCCO4)nc2c1	3.0	?	-15.4	-1.0	-1.6	-36.0	8.0	3.9	4.0	5.7
